PRC2 inh: inhibitors of human EZH2/PRC2 methyltransferase; Q15910; PRC2 H3K27 methylation, DELFIA TRF, 1 h; inhibition, % at 12.5 µM; hit rate 0.35% among 57,000;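 active = mean inhibition of replicates at least 50% and every single replicate also reaching 50%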;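 also: dimethyl H3K27 on biotinylated H3 21-44 peptide detected by antibody; plate controls were median neutral control wells for no effect and median positive control wells for full effect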
IDH1 mut inh: blocks human IDH1 R132H reductase activity; hit rate 0.18% among 70,000; diaphorase/resazurin fluorescence, 60 min; inhibition, % at 10 µM; O75874; in the data active = inhibition above about 34%;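 also: 0% = DMSO and 100% = no enzyme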
Target sequence (O75874 whole entry R132H): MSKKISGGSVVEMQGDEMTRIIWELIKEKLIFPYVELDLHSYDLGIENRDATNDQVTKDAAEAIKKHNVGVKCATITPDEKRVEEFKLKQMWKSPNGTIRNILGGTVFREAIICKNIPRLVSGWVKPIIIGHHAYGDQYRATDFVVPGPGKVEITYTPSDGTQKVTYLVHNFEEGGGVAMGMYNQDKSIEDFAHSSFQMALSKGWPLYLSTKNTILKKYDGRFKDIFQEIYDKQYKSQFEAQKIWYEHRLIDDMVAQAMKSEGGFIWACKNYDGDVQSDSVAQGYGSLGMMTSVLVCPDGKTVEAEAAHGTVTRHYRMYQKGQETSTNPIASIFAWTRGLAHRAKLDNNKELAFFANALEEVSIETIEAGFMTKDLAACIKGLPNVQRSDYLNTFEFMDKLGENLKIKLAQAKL
* hit, by the source's call; nt = not tested or not shown. These rows are one share of the data; the hit share may differ from the screen's.

SMILES | PRC2 inh | IDH1 mut inh
CCc1cc(-c2n[nH]c(C(=O)O)c2-c2nc(C)cs2)c(O)cc1O | 5.2 | -0.8
COc1ccc(CN2CCCC2C(=O)Nc2ccc(OC)c(OC)c2)cc1OC (centres undefined) | -4.5 | -0.3
CCCN(C)C[C@H]1Oc2ncc(-c3cccnc3)cc2C(=O)N([C@H](C)CO)C[C@@H]1C | -15.8 | 0.3
C[C@H]1CN([C@@H](C)CO)C(=O)c2cc(C#Cc3ccccc3F)cnc2O[C@@H]1CN(C)C(=O)Cc1ccccc1 | -8.1 | nt
CCS(=O)(=O)Nc1ccc2c(c1)C(=O)N(C)C[C@@H](OC)[C@H](C)CN(CCC(F)(F)F)[C@H](C)CO2 | -3.0 | -0.1
O=C(C[C@H]1CC[C@@H](NC(=O)Cc2ccccn2)[C@@H](CO)O1)NCCc1ccncc1 | 4.3 | 0.0
C[C@H]1CCCCO[C@H](CN(C)C(=O)c2ccccc2)[C@@H](C)CN([C@@H](C)CO)C(=O)c2cc(NC(=O)C3CCCCC3)ccc2O1 | nt | -0.8
CO[C@@H]1CN(C)C(=O)c2cc(NC(=O)C3CC3)ccc2OC[C@H](C)N(C(=O)c2ccccn2)C[C@@H]1C | 15.9 | 0.1
O=C(NCC[C@H]1CC[C@H](NC(=O)C2CC2)[C@@H](CO)O1)Nc1ccc(C(F)(F)F)cc1 | 5.6 | 0.0
Cc1noc(C)c1S(=O)(=O)N(C)C[C@H]1Oc2ccc(NC(=O)Nc3ccc4c(c3)OCO4)cc2CC(=O)N([C@@H](C)CO)C[C@H]1C | nt | 0.1

7 of these compounds, reformatted.
Under each structure – PRC2 inh	IDH1 mut inh
COc1ccc(CN2CCCC2C(=O)Nc2ccc(OC)c(OC)c2)cc1OC (centres undefined)
 : -4.5	-0.3
CCCN(C)C[C@H]1Oc2ncc(-c3cccnc3)cc2C(=O)N([C@H](C)CO)C[C@@H]1C
 : -15.8	0.3
C[C@H]1CN([C@@H](C)CO)C(=O)c2cc(C#Cc3ccccc3F)cnc2O[C@@H]1CN(C)C(=O)Cc1ccccc1
 : -8.1	nt
CCS(=O)(=O)Nc1ccc2c(c1)C(=O)N(C)C[C@@H](OC)[C@H](C)CN(CCC(F)(F)F)[C@H](C)CO2
 : -3.0	-0.1
O=C(C[C@H]1CC[C@@H](NC(=O)Cc2ccccn2)[C@@H](CO)O1)NCCc1ccncc1
 : 4.3	0.0
C[C@H]1CCCCO[C@H](CN(C)C(=O)c2ccccc2)[C@@H](C)CN([C@@H](C)CO)C(=O)c2cc(NC(=O)C3CCCCC3)ccc2O1
 : nt	-0.8
CO[C@@H]1CN(C)C(=O)c2cc(NC(=O)C3CC3)ccc2OC[C@H](C)N(C(=O)c2ccccn2)C[C@@H]1C
 : 15.9	0.1

Carrying on:
SMILES | PRC2 inh | IDH1 mut inh
CCC(=O)N1C[C@@H](C)[C@@H](OC)CN(C)C(=O)c2cc(NC(=O)c3ccccc3)ccc2OC[C@@H]1C | 8.1 | 0.1
C[C@@H]1CN([C@@H](C)CO)C(=O)Cc2cc(NC(=O)Cc3cn(C)c4ccccc34)ccc2O[C@@H]1CN(C)Cc1ccccc1 | -16.8 | -3.4
C[C@@H]1CCCCO[C@@H](CN(C)C(=O)CCCN(C)C)[C@@H](C)CN([C@H](C)CO)C(=O)c2cc(N(C)C)ccc2O1 | 2.6 | 0.0
CC1(C)CC[C@]2(C(=O)O[C@@H]3O[C@H](CO)[C@@H](O)[C@H](O)[C@H]3O)CC[C@]3(C)C(=CCC4[C@@]5(C)CC[C@H](O[C@@H]6O[C@H](CO)[C@@H](O)[C@H](O)[C@H]6O)[C@@](C)(CO)C5CC[C@]43C)[C@@H]2C1 (some centres undefined) | -22.6 | nt
CCCN(C)C[C@@H]1Oc2cc(C#C[C@@H](C)O)ccc2S(=O)(=O)N([C@H](C)CO)C[C@@H]1C | -35.7 | nt
C[C@@H]1CCCCO[C@H](CN(C)Cc2ccccc2)[C@@H](C)CN([C@H](C)CO)C(=O)c2cc(NS(C)(=O)=O)ccc2O1 | -6.7 | -1.0
COc1ccc(CN(C)C[C@@H]2Oc3ccc(NC(=O)Nc4cccc5ccccc45)cc3CC(=O)N([C@@H](C)CO)C[C@@H]2C)cc1 | -1.3 | -2.7
CNC[C@H]1Oc2c(NS(=O)(=O)c3ccc(Cl)cc3)cccc2C(=O)N([C@@H](C)CO)C[C@@H]1C | nt | 2.4
Cc1c(NC(=O)CN2c3cccc4cccc(c34)S2(=O)=O)c(=O)n(-c2ccccc2)n1C | 16.4 | -0.5
C[C@@H]1CN([C@@H](C)CO)C(=O)c2cc(NC(=O)NC3CCCCC3)ccc2O[C@@H]1CN(C)C(=O)Nc1cccc2ccccc12 | -23.3 | 0.3
Cc1noc(C)c1NC(=O)Nc1cccc2c1O[C@@H](CN(C)C(=O)NC1CCCCC1)[C@@H](C)CN([C@@H](C)CO)C2=O | nt | 0.3
O=C(CCCCC(=O)N/N=C/c1ccc(-c2ccccc2)c(F)c1)NO | -11.8 | nt
CN(C)C(=O)C[C@@H]1C=C[C@@H](NC(=O)C2CC2)[C@H](CO)O1 | -0.4 | 0.6
O=C(NO)c1ccc(C(=O)N/N=C/c2ccccc2[N+](=O)[O-])cc1 | 16.0 | -0.3
C[C@@H]1CN([C@@H](C)CO)C(=O)c2cccc(NS(=O)(=O)c3ccc(Cl)cc3)c2O[C@H]1CN(C)Cc1ccc(C(=O)Nc2ccccc2N)cc1 | -20.9 | nt
O=C(C[C@H]1CC[C@@H](NC(=O)c2cccnc2)[C@@H](CO)O1)NCc1ccc(Cl)c(Cl)c1 | 1.6 | -0.2
C[C@H]1CN([C@@H](C)CO)C(=O)c2cc(NC(=O)C3CCCCC3)ccc2O[C@@H]1CN(C)CC1CC1 | nt | 0.8
CN(C)CCCNC(=O)C[C@@H]1C=C[C@H](NC(=O)c2ccccc2F)[C@H](CO)O1 | -6.8 | 0.6
Nc1nc(SCC(=O)N2CCCc3ccccc32)[nH]c(=O)c1-c1ccccc1 | -2.5 | -0.3
COc1ccccc1S(=O)(=O)N[C@H]1C=C[C@H](CC(=O)NCc2cccc(F)c2)O[C@H]1CO | 3.1 | -0.2
Cc1ccc(S(=O)(=O)Nc2ccc3c(c2)C(=O)N([C@@H](C)CO)C[C@@H](C)[C@H](CN(C)Cc2ccc4c(c2)OCO4)OCCCC[C@@H](C)O3)cc1 | nt | 1.2
Cc1ccc(S(=O)(=O)Nc2ccc3c(c2)CC(=O)N([C@@H](C)CO)C[C@H](C)[C@H](CN(C)Cc2ccc(Cl)c(Cl)c2)O3)cc1 | nt | 0.3
C[C@H]1CN([C@@H](C)CO)C(=O)c2cc(NS(=O)(=O)c3ccc(Cl)cc3)ccc2O[C@H]1CN(C)Cc1ccc(Oc2ccccc2)cc1 | nt | -0.1
CCN(CC(N)=O)S(=O)(=O)c1ccc2ccccc2c1 | -4.4 | -0.5
C[C@H]1CN([C@@H](C)CO)C(=O)c2cccc(NC(=O)Nc3ccccc3)c2O[C@@H]1CN(C)CC1CCCCC1 | -32.4 | nt
O=C(NCCCN1CCOCC1)c1ccc2nc(-c3ccccc3)c(-c3ccccc3)nc2c1 | nt | -0.9
COc1ccc(S(=O)(=O)N(C)C[C@@H]2Oc3ccc(NS(=O)(=O)c4c(C)noc4C)cc3C(=O)N([C@H](C)CO)C[C@@H]2C)cc1 | nt | 3.6
COc1cccc2cc(C(=O)CC3(O)C(=O)N(Cc4ccccc4)c4ccc(Br)cc43)c(=O)oc12 (centres undefined) | 14.0 | 0.4
CC1(C)S[C@@H]2[C@H](NC(=O)[C@H](NC(=O)N3CCNC3=O)c3ccccc3)C(=O)N2[C@H]1C(=O)O | -12.1 | -0.3
CN1CCc2cc(Cl)c(O)cc2[C@@H](c2ccccc2)C1 | -4.1 | 0.3
C[C@H]1CN([C@@H](C)CO)C(=O)Cc2cc(NS(=O)(=O)c3cn(C)cn3)ccc2O[C@@H]1CN(C)S(=O)(=O)c1ccc(F)cc1 | nt | 0.5
Cc1noc(C)c1S(=O)(=O)Nc1cccc2c1O[C@H](CN(C)C(=O)Nc1ccc(F)cc1)[C@H](C)CN([C@H](C)CO)C2=O | nt | 0.7
C[C@@H]1CN([C@@H](C)CO)C(=O)c2cccc(NC(=O)C3CC3)c2O[C@H]1CN(C)S(=O)(=O)c1ccccc1 | -1.9 | nt
C[C@H]1CCCCO[C@@H](CN(C)C(=O)Cc2ccccc2)[C@@H](C)CN([C@@H](C)CO)C(=O)c2cc(NC(=O)CCC(F)(F)F)ccc2O1 | nt | -0.2
Cc1noc(C)c1NC(=O)N(C)C[C@H]1Oc2ncc(C#CC3CC3)cc2C(=O)N([C@H](C)CO)C[C@@H]1C | 1.9 | 2.7
C[C@H]1CN([C@@H](C)CO)C(=O)Cc2cc(NS(=O)(=O)c3ccc(F)cc3)ccc2O[C@@H]1CN(C)S(=O)(=O)c1ccc(F)cc1 | nt | -0.2
C=CC[C@H](OC(=O)Nc1ccc(OC)cc1)c1ccc(OCCO)cc1 | 4.1 | nt
CC(C)NC(=O)N(C)C[C@@H]1Oc2ccc(NC(=O)CCN3CCOCC3)cc2CC(=O)N([C@@H](C)CO)C[C@H]1C | nt | 1.3
O=C(C[C@H]1C=C[C@@H](NC(=O)NC2CCCCC2)[C@@H](CO)O1)NCc1ccccc1 | -2.1 | 0.1
COc1cccc(S(=O)(=O)Nc2ccc3c(c2)[C@@H]2C[C@@H](CC(=O)N(C)C)O[C@@H](CO)[C@@H]2O3)c1 | -0.3 | -2.1
O=C(NO)c1cccc(C(=O)N/N=C/c2cccc(B(O)O)c2)c1 | 13.7 | 0.2
C[C@@H]1CN([C@H](C)CO)S(=O)(=O)c2ccc(Br)cc2O[C@@H]1CN(C)C(=O)c1cnccn1 | -18.4 | 0.0
C[C@H](CO)N1C[C@H](C)[C@H](CN(C)Cc2ccc(C(F)(F)F)cc2)Oc2ccc(N(C)C)cc2C1=O | -22.0 | 0.9
Cc1ccc(S(=O)(=O)N(C)C[C@H]2Oc3c(NC(=O)c4cc(C)nn4C)cccc3C(=O)N([C@H](C)CO)C[C@@H]2C)cc1 | nt | 1.6
C[C@@H]1CN([C@H](C)CO)S(=O)(=O)c2ccc(C#Cc3ccc(F)cc3)cc2O[C@@H]1CN(C)C(=O)NC1CCCC1 | nt | -0.9
CCCNC(=O)N[C@H]1C=C[C@H](CC(=O)N2CCN(C)CC2)O[C@H]1CO | 8.1 | 0.1
COc1cccc(-c2ccc3c(c2)O[C@H](CN(C)Cc2cncnc2)[C@H](C)CN([C@@H](C)CO)S3(=O)=O)c1 | -10.4 | -6.4
C[C@@H]1CN([C@@H](C)CO)C(=O)Cc2cc(N(C)C)ccc2O[C@H]1CN(C)Cc1ccc(Oc2ccccc2)cc1 | -7.4 | 0.1
CCCC#Cc1cnc2c(c1)C(=O)N([C@@H](C)CO)C[C@H](C)[C@@H](CN(C)S(=O)(=O)c1ccccc1)O2 | 5.4 | 0.1
COc1ccc(NC(=O)Nc2ccc3c(c2)[C@H]2C[C@H](CC(=O)NCC4CC4)O[C@H](CO)[C@H]2O3)cc1 | 4.9 | 0.1

(further entries)
SMILES | PRC2 inh | IDH1 mut inh
COc1ccc(S(=O)(=O)Nc2ccc3c(c2)C(=O)N([C@@H](C)CO)C[C@H](C)[C@@H](CN(C)C(=O)NC2CCCCC2)OCCCC[C@H](C)O3)cc1 | nt | 0.1
COc1ccc(C(C)C)cc1S(=O)(=O)n1cnc2ccccc21 | -0.5 | 0.0
C[C@@H]1CN([C@@H](C)CO)C(=O)Cc2cc(NC(=O)CCN3CCOCC3)ccc2O[C@H]1CN(C)Cc1ccc(C(=O)O)cc1 | nt | 2.4
O=C(C[C@@H]1C=C[C@H](NC(=O)C2CC2)[C@@H](CO)O1)NCc1ccncc1 | -5.3 | 0.3
Cc1noc(C)c1NC(=O)Nc1ccc2c(c1)CC(=O)N([C@@H](C)CO)C[C@@H](C)[C@@H](CN(C)S(=O)(=O)c1cccs1)O2 | nt | -1.0
C[C@@H]1CN([C@@H](C)CO)C(=O)c2cccc(NC(=O)Nc3ccc4c(c3)OCO4)c2O[C@@H]1CN(C)CC1CCCCC1 | -13.0 | nt
C[C@H]1CCCCO[C@H](CN(C)Cc2ccc(C(=O)O)cc2)[C@@H](C)CN([C@@H](C)CO)C(=O)c2cc(NC(=O)C3CCCCC3)ccc2O1 | nt | 1.9
COc1ccc(C)cc1S(=O)(=O)N(C)CC(=O)Nc1ccc(F)c(Cl)c1 | 5.4 | -0.2
C[C@@H]1CN([C@@H](C)CO)S(=O)(=O)c2ccc(/C=C/c3ccccc3)cc2O[C@H]1CN(C)C(=O)Nc1cc(F)ccc1F | -10.3 | 0.4
C[C@@H]1CN([C@H](C)CO)C(=O)Cc2cc(NC(=O)NC3CCCCC3)ccc2O[C@@H]1CN(C)C(=O)Nc1ccc(C(F)(F)F)cc1 | nt | 1.6
C[C@@H]1CN([C@@H](C)CO)S(=O)(=O)c2ccc(-c3cccnc3)cc2O[C@@H]1CN(C)Cc1cccnc1 | -3.6 | nt
C[C@H]1CN([C@@H](C)CO)C(=O)c2cccc(NC(=O)c3ccc(-c4nccs4)cc3)c2O[C@H]1CN(C)Cc1ccc(C(=O)Nc2ccccc2N)cc1 | -3.8 | nt
CC(C)NC(=O)Nc1cccc2c1O[C@@H](CN(C)C(=O)Nc1ccccc1)[C@@H](C)CN([C@H](C)CO)C2=O | 9.7 | nt
CC(C)NC(=O)N(C)C[C@H]1OCCCC[C@H](C)Oc2ccc(NC(=O)Nc3ccc4c(c3)OCO4)cc2C(=O)N([C@H](C)CO)C[C@@H]1C | nt | -3.5
C/C=C/c1cnc2c(c1)C(=O)N([C@H](C)CO)C[C@H](C)[C@@H](CN(C)C(=O)Nc1cccc(OC)c1)O2 | nt | -0.3
COc1ccc(NC(=O)N(C)C[C@@H]2Oc3ncc(C#CCN(C)C)cc3C(=O)N([C@H](C)CO)C[C@H]2C)cc1 | 1.5 | nt

Screens as filed in PubChem.
